# High-throughput results as filed in PubChem BioAssay.
# KOR beta-arrestin-1 – KOR agonists, beta-arrestin recruitment, primary screen, cell-based, luminescence, uHTS (AID 1777) | KOR beta-arrestin recruitment, luminescence; higher % means a stronger effect | activation, % at 10 µM, or EC50 in µM where a hit was titrated | 0.02% of 280,000 active; in the data active = activation above about 50%, passing the limit was not always enough; also: a part of the inactive calls stands beside numbers as strong as those of hits
# T cell modulator – T cell immune modulation candidate | 2C CD8+ T cell-vesicle binding, flow cytometry; hits give low values | calls only at 7 µM | 0.068% of 330,000 active | AID 2052;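 active = response, share of CD8 T cells binding vesicles, and their 90th percentile fluorescence all below set limits, cut at about 80% in these data, passing the limit was not always enough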
#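 System: murine 2C transgenic CD8+ T lymphocytes; also added: QL9-loaded Drosophila micro-vesicles; times: binding 1.5 h at 37 °C; measured by: flow cytometry, PE anti-B7-1 (FL2) versus Alexa647 anti-CD8 (FL8), PFA-fixed; control set: Peptide-free naked vesicles (low) and QL9 vesicles with 0.7% DMSO vehicle (high)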
# NOD1 NF-kB reporter – inhibition of NOD1-driven NF-kB reporter – cell-based, luminescence, uHTS, primary screen (AID 1578); NOD1-driven NF-kB luciferase reporter cells, luminescence; higher % means a stronger effect; 1% of 290,000 active; inhibition, % at 4 µM, or EC50 in µM where a hit was titrated; in the data active = inhibition mostly above about 36%, no sharp cut-off; inactive = mostly below about 34%;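 also: HEK-293T reporter cells stimulated with the NOD1 agonist gamma-tri-DAP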
# NOD2 inhibition – NOD2 signaling inhibitors, cell-based, luminescence, uHTS, HEK293 (AID 1566); 0.63% of 290,000 active; HEK293 NOD2/NF-kB luciferase reporter, luminescence; higher % means a stronger effect; one-dose inhibition, % at 4 µM; EC50 in µM for titrated hits; also: many of its hits are not listed in these tables
# Myeloid diff 2 – promotes myeloid progenitor differentiation. ER-HoxA9 myeloid progenitors, lysozyme-GFP differentiation, flow cytometry. calls only at 10 µM. 1% of 360,000 active;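 active = normalized GFP-positive differentiation at or above the plate's own cutoff, the solvent-only control mean plus 3 SD; inconclusive = no clear call, values can overlap the other calls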;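 also: cells exposed to compound for four days before flow analysis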
# KOR beta-arrestin-2 – KOR antagonists, beta-arrestin recruitment, cell-based, luminescence, uHTS (AID 1778); KOR beta-arrestin recruitment, luminescence, antagonist mode; higher % means a stronger effect; one-dose inhibition, % at 10 µM; IC50 in µM for titrated hits; 0.091% of 290,000 active; also: strong numbers were not always called active
# NTR1 agonist – NTR1-driven beta-arrestin-GFP spot formation – imaging, U2OS cells, high content, primary screen (AID 493036); activation, % at 20 µM; agonist mode; 0.17% of 330,000 active;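 active = activation at or above 40% of the spot to cytoplasm intensity ratio, with at least 20 cells analyzed; inconclusive = wells under 20 cells, flagged as cytotoxic or low count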;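 also: 0% = DMSO without peptide and 100% = 100 nM NTR1 peptide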
# Target sequence (P30989 whole entry, looked up): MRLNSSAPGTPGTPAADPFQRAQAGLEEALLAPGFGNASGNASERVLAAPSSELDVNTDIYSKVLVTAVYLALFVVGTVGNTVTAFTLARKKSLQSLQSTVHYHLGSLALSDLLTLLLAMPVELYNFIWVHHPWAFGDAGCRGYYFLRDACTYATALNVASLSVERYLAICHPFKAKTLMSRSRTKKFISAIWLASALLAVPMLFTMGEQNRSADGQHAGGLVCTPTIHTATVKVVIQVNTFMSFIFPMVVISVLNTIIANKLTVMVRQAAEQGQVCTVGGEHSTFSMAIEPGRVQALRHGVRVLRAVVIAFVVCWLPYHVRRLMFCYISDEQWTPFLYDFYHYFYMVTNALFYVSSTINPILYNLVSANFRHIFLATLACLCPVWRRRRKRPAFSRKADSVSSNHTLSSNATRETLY
# GPR55 beta-arrestin – selective activators of receptor GPR55 – imaging, U2OS cells, beta-arrestin-GFP redistribution, primary screen (AID 1961) | U2OS GPR55 beta-arrestin-GFP redistribution imaging; higher % means a stronger effect | one-dose activation, % at 10 µM; EC50 in µM for titrated hits | 0.048% of 290,000 active;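 active = activation above 40% with more than 50 cells counted in the well; inconclusive = wells holding fewer than 50 cells, flagged as toxic or sparse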;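 also: U2OS osteosarcoma cells stably expressing GPR55 and beta-arrestin-GFP; plate controls were DMSO negative control for no effect and LPI positive control for full effect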
# GPR55 antagonists – GPR55 antagonists blocking LPI-driven arrestin recruitment, primary screen, imaging, U2OS, beta-arrestin-GFP, LPI agonist (AID 2013). U2OS GPR55 beta-arrestin-GFP translocation imaging, LPI antagonism; higher % means a stronger effect. one-dose inhibition, % at 10 µM; IC50 in µM for titrated hits. 0.13% of 290,000 active;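 active = spots per cell inhibited over 60%, with over 100 cells counted and total cytoplasm intensity under 500,000; inconclusive = wells with under 100 cells, flagged as likely toxic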;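 also: U2OS cells stably carrying GPR55 and arrestin-GFP stimulated by 5 µM LPI near EC80; imaged beta-arrestin-GFP aggregate spots per cell after agonist stimulation; plate controls were LPI-stimulated DMSO wells for no effect and DMSO wells without LPI for full effect; some results filed as inactive read as strong as hits; confirmed hits need IC50 under 10 µM and bright autofluorescent wells are also inconclusive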
# T cell modulator vesicle-bound % – also measured in T cell modulator; calls as there; double positive events, %; measured here: CD8+ vesicle-bound cell fraction;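 binding gate set so that unloaded-vesicle control wells show 10% double positive cells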
# NTR1 agonist cell count 20 µM – recorded beside NTR1 agonist, whose call it bears; cell count; measured here: cell count, cytotoxicity flag
# Myeloid diff 2 GFP+ MAC1+ % – second read-out of Myeloid diff 2, no call of its own (marks repeat the call); GFP+ MAC1+ double positive, %; measured here: differentiation confirmed by MAC1 staining
# * = called active by the depositor; i = inactive; ? = inconclusive; nt = no result given; [ ] = another dose, or the depositor's remark. Rule as the data show it, unless noted: active = inhibition above about 50%; inactive = the rest.
# Second line of a record: KOR beta-arrestin-1	T cell modulator	T cell modulator vesicle-bound %	NOD1 NF-kB reporter	NOD2 inhibition	Myeloid diff 2	Myeloid diff 2 GFP+ MAC1+ %	KOR beta-arrestin-2	NTR1 agonist	NTR1 agonist cell count 20 µM	GPR55 beta-arrestin	GPR55 antagonists
> Cc1cccc(NC(=O)[C@@H]2CCCN2C(=O)OC(C)(C)C)c1C
    -0.2%	i	29	-4%	3%	i	0.1	1%	2.1	53	-0.2%	2%
> O=[N+]([O-])c1c(C(Cl)Cl)nn(-c2ccccc2)c1N1CCCC1
    -2.9%	i	25	-27%	9%	i	1.8	-7%	3.1	38	0.0%	-6%
> Cc1ccc(S(=O)(=O)NCC(=O)N(CC(=O)NCc2ccco2)Cc2ccccc2)cc1
    -1.6%	i	30	33%	15%	i	4.6	-5%	-1.1	46	-0.1%	10%
> Cc1cc(Nc2cccc(Cl)c2)nc(NCc2ccccc2)n1
    -0.4%	i	44	40%	27%	i	0.3	-47%	22	96	-0.2%	16%
> O=C1/C(=C/c2cccnc2)Oc2cc(OS(=O)(=O)c3ccc(Cl)cc3)ccc21
    4.9%	i	51	-1%	26%	i	4.9	-39%	20	78	-0.2%	-7%
> CC(=O)N(CC1CCCO1)C1(C(=O)NC2CCCC2)CCCCC1 (configuration not stated)
    -2.6%	i	56	12%	7%	i	0.9	-26%	-1.2	69	-0.2%	1%
> CCn1c(O)c(/C=N/N=C/c2ccccc2)c2ccc(C3=NNC(=O)CC3)cc21
    -2.5%	i	30	-29%	5%	i	0.3	-20%	7.7	77	-0.1%	8%
> Cc1c(NC(=O)C(C)OC(=O)c2cccc([N+](=O)[O-])c2)c(=O)n(-c2ccccc2)n1C (configuration not stated)
    -3.9%	i	36	-24%	17%	i	0.2	1%	-1.3	94	-0.3%	-2%
> O=C(O)C/C(=C\c1cccc(NC(=O)c2ccccc2Cl)c1)c1nc2ccccc2s1
    -0.9%	i	13	2%	-29%	i	0.9	41%	1.0	69	-1.5%	-8%
> Cc1cc(C)cc(NC(=O)N2CCCC2C(=O)Nc2ccc(-n3cnnn3)cc2)c1 (configuration not stated)
    2.3%	i	57	-15%	-9%	i	0.2	7%	0.2	41	-0.1%	4%
> CCOc1cccc2sc(NC(=O)CC)nc12
    -0.4%	i	43	-3%	8%	i	1.1	23%	0.1	49	-0.1%	4%
> CCOc1cc(N2CCOCC2)c(OCC)cc1NC(=O)CN1CCCC(C)C1 (configuration not stated)
    -1.9%	i	57	-13%	12%	i	0.2	-3%	0.9	76	-0.2%	2%
> COCCn1c(SCC(=O)c2ccccc2)nc2ccccc2c1=O
    -3.4%	i	39	-10%	23%	i	0.4	-29%	2.3	91	-0.2%	-2%
> CCn1c(CNC(=O)c2ccc3c(c2)OCO3)nnc1SCC(=O)Nc1ccccc1F
    -1.0%	i	27	-17%	5%	nt	nt	-53%	0.3	44	0.7%	4%
> CN(C)c1ccc(NC(=O)CN2CCc3ccccc3C2)cc1
    1.2%	i	29	-20%	-73%	i	4.1	-34%	-0.8	44	0.2%	10%
> Cc1onc(-c2ccccc2)c1CNC(=O)CN1C(=O)c2ccccc2C1=O
    -3.8%	i	11	-6%	5%	i	0.3	18%	-0.7	54	0.1%	7%
> O=C(CSc1nnc(Cc2ccccc2)o1)c1ccc(F)cc1
    1.2%	i	24	-11%	18%	i	1.2	5%	1.1	60	-0.2%	-4%
> CCOc1ccc(C(=O)NN2C(=S)NC(C)(C)C=C2C)cc1
    -3.3%	i	57	1%	3%	i	0.7	11%	0.9	67	-0.1%	-2%
> OCCN1CN=C(Nc2nc3ccccc3s2)NC1
    4.2%	i	56	-4%	7%	i	1.9	3%	3.0	73	-0.2%	0%
> CCC1CC(C)(C(=O)Nc2ccc(S(N)(=O)=O)cc2)OC1=O (configuration not stated)
    3.2%	i	15	30%	-19%	i	0.4	-62%	0.3	79	0.3%	-1%
> CCOc1ccc(C2C(C(N)=O)=C(C)Nc3ncnn32)cc1OC (configuration not stated)
    -3.7%	i	17	7%	18%	i	0.9	3%	1.0	38	0.0%	9%
> O=C(CSc1nc2ccccc2s1)N1c2ccccc2Sc2ccc(Cl)cc21
    0.7%	i	35	-9%	-4%	i	15	-16%	-1.5	63	0.84µM*	11%
> CCC(c1nnnn1C1CCCCC1)N1CCN(C2CCCC2)CC1 (configuration not stated)
    -1.1%	i	19	-9%	-25%	i	0.7	17%	-1.3	38	-0.2%	17%
> O=C(CCC1CCCN(C(=O)c2ccoc2)C1)NCc1ccc(F)c(F)c1 (configuration not stated)
    -3.3%	i	31	-24%	1%	i	0.4	-11%[20 µM]	0.9	49	-0.1%	6%
> COC(=O)c1cn(CCOc2ccccc2F)c2ccccc12
    -1.8%	i	21	-38%	-40%	i	1.3	7%	7.2	74	-0.1%	5%
> CCC(=O)Nc1ccccc1C(=O)OCc1ccc(C(=O)c2ccccc2)cc1
    -2.6%	i	39	nt	12%	i	1.1	1%	1.6	79	0.2%	-4%
> O=C(OC(C(=O)Nc1ccc(Cl)c(C(F)(F)F)c1)c1ccccc1)C1=COCCO1 (configuration not stated)
    2.3%	i	38	7%	0%	i	1.0	25%	7.8	56	0.2%	-3%
> COC(=O)/C(C#N)=C/c1c(-c2ccccc2)nc2n1CCS2
    nt	i	53	2%	2%	i	1.1	-5%	1.4	61	-0.4%	22%
> CC1(C)CNC(=O)c2sc(N3CCCCC3)nc2C1
    -4.7%	i	43	-27%	4%	i	1.8	-4%	-0.4	75	0.3%	7%
> CN(C)c1[nH]c(=O)c(C#N)c2c1CCN2Cc1ccccc1
    -2.1%	i	56	-12%	27%	i	0.6	13%	-2.0	72	-0.1%	7%
> COc1cccc(/C=N\Nc2nncc(-c3ccccc3)n2)c1
    4.5%	i	12	-6%	-59%	i	0.9	-48%	-1.2	35	0.2%	-18%
> Cc1ccc(S(=O)(=O)NC(=O)Nc2nnc(C3CC3)s2)cc1
    -1.2%	i	39	-8%	10%	i	2.8	-10%	0.1	44	-0.3%	12%
> CCOc1cc(NC(=O)c2ccccc2C(=O)O)c(OCC)cc1NC(=O)c1ccccc1F
    1.6%	i	9	-39%	1%	i	0.3	11%[20 µM]	0.0	69	0.6%	-18%
> COc1ccc(OCC(=O)Nc2ccc(NC(=O)c3ccco3)c(C)c2)cc1
    -5.4%	nt	nt	-1%	-8%	i	2.7	-64%	0.9	43	0.3%	3%
> CCOC(=O)CNC(=O)C1c2ccccc2C(=O)N(c2ccc(OC)cc2)C1c1ccc(OC)cc1 (configuration not stated)
    2.0%	i	22	-2%	16%	i	0.6	18%	-0.1	71	-0.1%	1%
> CN(C)CCSc1nnc2sc3ccccc3n12
    -3.0%	i	41	-18%	12%	i	0.8	38%	0.8	40	-0.1%	-3%
> C=CCNc1sc(C(=O)c2cccs2)c(N)c1C#N
    -6.9%	i	16	-10%	20%	?	nt	-2%	2.4	94	-0.5%	2%
> CC(CC(=O)C1C(C)C=CCC1(C)C)NNC(N)=O (configuration not stated)
    -0.8%	i	21	-16%	23%	i	0.2	-5%[20 µM]	0.2	96	0.0%	0%
> CCC(C)[C@H](NC(=O)[C@@H]1CSC2c3ccccc3C(=O)N21)C(=O)NCc1ccco1 (some centres not stated)
    0.9%	i	26	-20%	11%	i	6.2	-20%	-0.3	33	-0.1%	6%
> CC(=O)N1CCN(c2c(F)c(F)c(C(F)(F)F)c(F)c2F)CC1
    nt	nt	nt	6%	-23%	i	0.8	5%[20 µM]	nt	nt	-0.1%	-23%
> COc1cc(OC)c(OC)cc1CN1CCN(Cc2ccco2)CC1
    -3.3%	i	60	7%	6%	i	0.7	-15%[20 µM]	-0.1	68	0.3%	-17%
> COc1cccc(C(=O)N(C)CC2CCN(CCc3cccc(C(F)(F)F)c3)CC2)c1
    3.2%	i	54	-19%	-16%	i	0.3	-45%[20 µM]	0.4	73	-0.4%	0%
> O=C(CCCN1C(=O)C(c2ccccc2)Oc2cccnc21)NCc1ccc(F)cc1 (configuration not stated)
    5.0%	i	11	-2%	16%	i	0.7	-12%	0.2	63	-0.1%	17%
> COc1ccccc1CC(=O)NCc1nn(-c2ccccc2)nc1C
    nt	i	19	-5%	15%	i	0.7	15%	-0.2	50	-0.1%	-3%
> Cc1ccc(NC(=O)CN2C(=O)S/C(=C\c3cc(C)n(-c4ccc(C(=O)O)cc4)c3C)C2=O)cc1
    -0.2%	i	62	-34%	2%	i	0.3	-2%[20 µM]	1.5	55	0.5%	5%
> COC(=O)C1CCN(C2=C(NS(=O)(=O)c3ccc(Cl)cc3)C(=O)c3ccccc3C2=O)CC1
    2.0%	i	46	2%	-2%	i	0.7	-45%	4.8	58	0.5%	2%
> CC12CCC(C(=O)NNc3ccc([N+](=O)[O-])cc3)(CC1=O)C2(C)C (configuration not stated)
    -4.4%	i	40	-11%	-5%	i	0.2	30%	0.8	62	-0.3%	11%
> COc1cc2cc(CN(Cc3cccs3)C(=S)Nc3ccccc3)c(=O)[nH]c2cc1OC
    5.9%	i	47	-9%	13%	i	0.5	29%	4.4	30	0.8%	22%
> CN(C)/C=C1\NC(=S)N(c2ccccc2)C1=O
    -5.9%	i	43	-32%	13%	i	0.3	3%	0.1	40	0.7%	-13%
> Cc1sc2ncnc(N3CCC(C(=O)N(C)CC(=O)Nc4ccccc4Cl)CC3)c2c1C
    1.0%	i	59	nt	nt	i	0.9	-24%	4.4	45	0.2%	0%
> O=C1CC(c2cccc(F)c2)C2=C(CCCC2=O)N1 (configuration not stated)
    4.5%	i	44	-15%	0%	i	0.5	10%	1.1	48	0.7%	19%
> O=S(=O)(NCc1ccc2c(c1)OCO2)c1cccc(F)c1
    3.1%	i	40	-27%	-2%	i	0.3	-46%[20 µM]	-0.5	51	-0.1%	4%
> O=C(O)c1ccc(Cl)c(S(=O)(=O)N2CCCCCC2)c1
    2.3%	i	15	7%	13%	i	5.6	27%	0.6	42	-0.2%	nt

# This is a subset; the hit share may differ from the screen's.
